DT40 TDP1 CPT – qHTS for Inhibitors of human tyrosyl-DNA phosphodiesterase 1 (TDP1): qHTS in cells in presence of CPT; chicken DT40 Tdp1-/-;hTDP1 cells + 20 nM CPT, ATP luminescence, 48 h; Potency, µM (titrated, usually from 46.2 µM), inactives show at the top dose activity change, negative = growth inhibition, most hits filed as inhibitors; actives 12% (n = 420,000); further: nearly all actives have a fitted effect of over 55% in size
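Cell growth measured by CellTiter-Glo luminescence after a minimum 48 h, 37 C compound exposure with 20 nM CPT in Tdp1-knockout DT40 cells stably expressing hTDP1, seeded 400/well; qHTS titration format.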
KAT2A inh – qHTS Assay for Inhibitors of GCN5L2 | Histone acetyltransferase KAT2A (Homo sapiens), Q92830 | GCN5L2 HAT assay, ThioGlo1 CoA-SH fluorescence | Potency, µM (doses to about 58.9 µM), without a hit: at the top dose activity change, negative = inhibition, hits mostly inhibitors | actives 0.21% (n = 390,000)
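ThioGlo1-coupled HAT assay: 20nM GCN5L2, 70uM acetyl-CoA, 75uM H3(1-25) peptide, pH 7.5. Fluorescence read at 340/540nm at start and after 20 min at room temperature.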
FEN1 inhibitor – qHTS Assay for the Inhibitors of Human Flap endonuclease 1 (FEN1). P39748. Recombinant FEN1 flap cleavage, fluorescence, 15 min. Potency, µM (top dose mostly 114 µM), inactives show at the top dose activity change, negative = inhibition, usual class: inhibitors. actives 0.35% (n = 390,000). AID 588795, 2011; further: nearly all actives have a fitted effect of over 65% in size
Target sequence (P39748 whole entry, looked up): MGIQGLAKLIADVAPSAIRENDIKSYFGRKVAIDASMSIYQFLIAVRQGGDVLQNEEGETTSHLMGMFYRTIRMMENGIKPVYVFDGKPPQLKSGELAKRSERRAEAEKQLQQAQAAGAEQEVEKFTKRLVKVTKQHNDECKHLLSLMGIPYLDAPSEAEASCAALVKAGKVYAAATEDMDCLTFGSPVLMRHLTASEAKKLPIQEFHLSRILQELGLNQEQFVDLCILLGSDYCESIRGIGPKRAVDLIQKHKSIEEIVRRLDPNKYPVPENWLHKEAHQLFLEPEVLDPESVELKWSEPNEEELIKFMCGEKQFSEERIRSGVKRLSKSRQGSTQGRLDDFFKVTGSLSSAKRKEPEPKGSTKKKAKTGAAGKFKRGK
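FEN1 at 10 nM preincubated with compounds 15 min at room temperature, then flap DNA substrate added at 50 nM final. Signal read at 0 and 15 min; concentration-response fitted with four-parameter Hill equation.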
Active calls of the source: *; ? = inconclusive; / = no result given; & = joins results of further samples; ! = a repeat was not active. The call rests on the fitted dose curve; in most records, active means well fitted curve in the direction sought with a large enough effect; inconclusive means small, poorly fitted or top-dose-only effect, or another doubt; inactive means no such curve, though single readings can be large; an effect the other way counts as inactive or inconclusive. On the % scale 0 is the no-effect control and ±100 the full control effect; potency means the concentration at half of the fitted maximal effect.

Each structure is followed by: DT40 TDP1 CPT | KAT2A inh | FEN1 inhibitor
CC(C)c1cc(C(=O)O)on1
  15.6% | -4.4% | -7.7%
Cc1c(Cl)cccc1NC(=O)Cn1c(=O)n(Cc2ccco2)c(=O)c2oc3ccccc3c21
  ? | -4.8% | 15.1%
COc1ccc(NC2=C(C)C(=O)CC2)cc1
  -29.4% | -8.8% | -3.8%
CCc1cc(=O)oc2c(C)c(O)c(CN3CCCCC3)cc12
  2.2% | ? | 7.1%
COc1ccc(-c2cc(C(=O)Nc3c(C)nn(Cc4ccccc4Cl)c3C)no2)cc1OC
  ? | -6.7% | 7.1%
CN1CCN(CCOc2ccc(-c3ccccc3)cc2)CC1
  ? | -4.4% | -2.9%
Cc1noc(C)c1CN1C(=O)NC2(CCc3ccccc3C2)C1=O (stereo unspecified)
  0.0% | 0.9% | -16.4%
O=C(c1ccco1)N1CCN=C1SCc1ccccc1F
  -8.7% | -16.1% | -2.6%
CCOC(=O)c1c(-c2ccccc2)nc2ccc(Cl)cn12
  ? | -3.8% | -0.7%
CC1(C)CC(=O)C=C(c2ccc(I)cc2)C1
  -8.7% | -4.3% | -26.6%
COc1ccc(Nc2nc(NCc3ccco3)nc(N)c2[N+](=O)[O-])cc1
  11.2% | -0.8% | -6.5%
Cc1cc(=O)[nH]c2c1c(C)nn2C1CCCCC1
  -2.6% | -11.5% | 7.5%
CC1Cc2cc(C3(O)C(=O)c4ccccc4C3=O)ccc2N1 (stereo unspecified)
  6.3% | -6.7% | -2.6%
Cc1cc(NC(=O)CSc2nnc(CNC(=O)c3ccc(F)cc3)o2)no1
  -3.8% | -18.0% | 8.0%
Cc1ccccc1CSc1nc2ccccc2c(=O)[nH]1
  -24.3% | -1.0% | 1.5%
Cc1ccc(C(=O)C2CCN(C(=S)NCC3CCCO3)CC2)cc1 (stereo unspecified)
  14.6µM* | -6.9% | 17.6%
Cc1csc(NC(=O)CSc2nnc(NC(=O)COc3ccc(Cl)cc3)s2)n1
  -7.2% | -6.3% | -1.5%
Cc1cc(Cl)c(C(=O)Nc2cccc(C(F)(F)F)c2)c(C)n1
  -28.1% | 3.6% | -33.5%
O=C(CCl)N(c1ccccc1)c1c[nH]c2ccccc12
  2.31µM* | 3.2% | -1.8%
COc1ccccc1NC(=O)C(=O)NCc1ccccc1Cl
  13.9% | 1.4% | -7.1%
COc1ccc(C2=Nn3c(nnc3-c3ccccc3F)SC2)cc1OC1CCOC1 (stereo unspecified)
  / | -4.1% | -2.5%
S=C(c1ccc2c(c1)OCO2)N1CCN(c2cccc(Cl)c2)CC1
  3.66µM* | / | -2.1%
COC(=O)c1ccc(N2CCOCC2)c(NC(=O)Nc2cccc(OC)c2)c1
  -19.0% | 0.1% | -1.6%
CSC1=C(C#N)C(c2ccccc2Cl)C(C(=O)c2cccs2)C(O)(C(F)(F)F)N1 (stereo unspecified)
  -17.7% | -11.0% | -10.6%
CC(O)CNc1nc2c(c(=O)n(C)c(=O)n2C)n1CCc1ccccc1 (stereo unspecified)
  ? | -0.1% | -10.2%
Cc1ccc(S(=O)(=O)N(CC(O)Cn2c3ccccc3c3ccccc32)c2cccc(C(N)=O)c2)cc1 (stereo unspecified)
  / | -12.9% | -26.9%
O=C(Cn1cnnn1)Nc1ccccc1Cc1ccccc1
  -4.4% | -4.9% | 1.7%
CCC(C(=O)Nc1cc(C(=O)O)ccc1C)c1ccccc1 (stereo unspecified)
  -1.5% | 2.9% | 14.0%
COc1ccccc1CN1CC(C(=O)NC2CCCCC2)CC1=O (stereo unspecified)
  3.0% | 20.4% | -0.8%
CC1(C)COC2(OC1)C(=O)N(CN1CCOCC1)c1ccccc12
  ? | 3.2% | 3.4%
O=C(O)CC1S/C(=N/N=C/c2ccc(-c3ccc(Cl)c([N+](=O)[O-])c3)o2)NC1=O (stereo unspecified)
  4.1% | -4.8% | 9.0%
CN(C)c1ccc(/C=C/C(=O)c2c(O)c3ccccc3oc2=O)cc1
  -19.7% | -5.0% | -9.0%
CN(C)CCNc1c2c(c(C#N)c3nc4ccccc4n13)CCCC2
  -1.9% | -6.2% | 2.4%
CCOC(=O)N1CCC(NC(=O)C(C)n2c3ccccc3c3cnn(C)c(=O)c32)CC1 (stereo unspecified)
  -24.6% | -3.7% | 8.3%
CCOC(=O)N1CCN(C(=O)COc2cccc3c2CCN(Cc2ccccc2F)C3=O)CC1
  20.6µM* | -5.4% | -1.3%
Cc1cc(C(Br)(Br)Br)nc2ccccc12
  2.51µM* | / | -17.3%
COC(=O)c1c(F)c(F)c(N2CCOCC2)c(F)c1F
  ? | -16.2% | -9.8%
COc1cccc(CNC(=O)C2CCN(S(=O)(=O)c3ccc(-n4cnnn4)cc3)CC2)c1
  1.7% | -1.4% | 1.8%
CN(C)c1ccc(/C=C/c2ccc3ccccc3[n+]2[O-])cc1
  20µM* | / | -6.0%
COc1ccc(Cl)cc1NC(=O)CCS(=O)(=O)c1cccc2nonc12
  ? | -13.9% | 4.4%
CCOC(=O)C1(CCOc2ccccc2)CCN(Cc2ccc(OC)c(O)c2)CC1
  16.4µM* | 1.0% | -3.1%
Cn1nc(C(=O)OCC(=O)NCc2ccc(Cl)cc2)c2ccccc2c1=O
  -3.4% | 0.0% | -11.6%
OC1COC(c2ccccc2)OC1C1OC(c2ccccc2)OCC1O (stereo unspecified)
  -3.3% | / | 5.7%
COC(=O)NNC(=O)c1ccc(C)c(Br)c1
  4.8% | -3.0% | -4.3%
CCOc1ccc(Br)cc1/C=N/NC(=O)c1ccncc1
  ? | -0.3% | -1.9%
N#Cc1c(NC(=O)C2CC2)sc2c1CCCCC2
  -24.0% | -8.4% | -6.2%
O=C(O)c1ccc(NC(=O)c2cc3ccccc3o2)cc1
  ? | -5.7%&-4.5% | 21.0%&15.4%
O=C(Nc1cccc(S(=O)(=O)Nc2ccc(SC(F)F)cc2)c1)C1CCC1
  ? | -5.5% | -21.5%
COc1cc(/C=N/n2c(-c3ccc4c(c3)NC(=O)CO4)csc2=Nc2cccc(C)c2)ccc1O
  13µM* | -2.3% | 2.3%
Cc1cc(Cl)ccc1NC(=O)CCC(=O)O
  -2.4% | -1.4% | -2.2%
COc1cc(NC(=O)Cn2cnc3c(SC)nc(N)nc32)cc(OC)c1OC
  -25.2% | -17.7% | 9.9%
O=C(COC(=O)c1ccc2c(c1)OCO2)Nc1ccccc1
  -3.0% | -4.0% | -1.7%
CCCCCCC[n+]1ccc(/C=C/c2c(C)[nH]c3ccccc23)c2ccccc21
  1.26µM* | / | 44.7µM*
O=C(/C=C/c1ccccc1)NC(NC(=S)Nc1cccc(O)c1)C(Cl)(Cl)Cl (stereo unspecified)
  ? | -6.6% | -14.7%
COCCn1c(SCC(=O)Nc2ccccc2)nc2c(oc3ccccc32)c1=O
  -27.5% | 1.2% | 0.6%
O=[N+]([O-])c1ccccc1NCCNS(=O)(=O)c1ccc(Cl)cc1
  -10.4% | 0.8% | -7.2%
S=C(NCc1ccccn1)Nc1ccc(Cl)c(Cl)c1
  16.4µM* | -19.0% | 8.8%
CCOC(=O)N1CCC(N(CCOC)C(=S)Nc2cccc(SC)c2)CC1
  -23.9% | 1.9% | 9.7%
O=c1ccc2[n+]([O-])c3ccc(O)cc3oc-2c1
  ? | ? | 39.8µM*
Cc1ccc(NC(=O)CCN2C(=O)CSC2=O)c(C)c1
  -4.6% | 1.9% | -1.4%

Some values from the list.
COc1ccc(-c2cc(C(=O)Nc3c(C)nn(Cc4ccccc4Cl)c3C)no2)cc1OC in KAT2A inh shows -6.7%
O=C(CCl)N(c1ccccc1)c1c[nH]c2ccccc12 in KAT2A inh shows 3.2%
Cc1c(Cl)cccc1NC(=O)Cn1c(=O)n(Cc2ccco2)c(=O)c2oc3ccccc3c21 in FEN1 inhibitor shows 15.1%
O=C(O)c1ccc(NC(=O)c2cc3ccccc3o2)cc1 in FEN1 inhibitor shows 21.0%&15.4%
COCCn1c(SCC(=O)Nc2ccccc2)nc2c(oc3ccccc32)c1=O in FEN1 inhibitor shows 0.6%
Cc1ccc(C(=O)C2CCN(C(=S)NCC3CCCO3)CC2)cc1 (stereo unspecified) in FEN1 inhibitor shows 17.6%
CCc1cc(=O)oc2c(C)c(O)c(CN3CCCCC3)cc12 in FEN1 inhibitor shows 7.1%

New compounds follow.
Each structure is followed by: DT40 TDP1 CPT | KAT2A inh | FEN1 inhibitor
CC(C)CCN(C(=O)CCCSc1nc2ccccc2[nH]1)c1c(N)n(Cc2ccccc2)c(=O)[nH]c1=O
  -20.8% | 1.2% | -0.3%
O=C(CSc1nc2c(c(=O)n1-c1ccc(F)cc1)SCC2)NCC1CCCO1 (stereo unspecified)
  -7.7% | -1.7% | -16.0%
COc1cccc(CN(C)C(=O)CNC(=O)c2ccc(-c3ccccc3)cc2)c1OC
  ? | -1.1% | -5.6%
CN(C)/C=C/C(=O)c1nnn(C2CCCCC2)c1NC1CCCCC1
  ? | -14.0% | -15.4%
COc1ccccc1CNC(=O)COC(=O)c1nc(Cl)ccc1Cl
  -1.7% | -0.9% | -3.1%
Cn1c(SCC(=O)Nc2ccc(N3CCOCC3)cc2)nnc1-c1ccccc1F
  13.1% | -0.2% | -4.0%
COc1ccccc1C(=O)NCCC(=O)NCC(C)(C)N1CCOCC1
  -7.6% | -1.1% | 2.4%
CC(C)C1Cc2[nH]c(=O)c(C(=O)O)cc2CO1 (stereo unspecified)
  11.4% | -12.7% | 0.2%
CC(C)(C)NC(=O)CSc1nnc(-c2c[nH]c3ccccc23)o1
  -28.4% | 0.3% | 0.0%
CCOc1ccc2nc(N(CCN(C)C)C(=O)/C=C/c3cccs3)sc2c1
  ? | -7.8% | -0.7%
C=CCNC(=O)c1ccc2nc(Cc3ccc(OC)cc3)oc2c1
  -22.5% | / | -1.7%
CCOc1ccc(CCNC(=O)c2cc3c(=O)n(C)c4ccccc4c3s2)cc1OCC
  -29.3% | 0.2% | -11.4%
COc1ccc(CCNC(=O)c2cc(COc3c(F)cccc3F)on2)c(OC)c1
  ? | -9.8% | 2.6%
COC(=O)c1ccc(/C=C2\SC(=S)N(CCCC(=O)NCCCN3CCOCC3)C2=O)cc1
  ? | -3.0% | 11.4%
O=C1c2ccsc2SCCN1Cc1c(Cl)cccc1Cl
  -11.9% | -12.6% | -3.8%
O=C(O)c1ccc(N2CCOCC2)c(N2C(=O)C3C4C=CC(C4)C3C2=O)c1 (stereo unspecified)
  -4.3% | 16.2% | 4.0%
CC(=NNC(=S)N1CCC1)c1ccccn1
  -110.5% | / | -3.2%
CCC(CC)c1nnc(NC(=O)CCN2C(=O)c3ccccc3C2=O)s1
  -5.5% | -1.4% | -0.7%
Nc1ncc(-c2nnnn2-c2ccc(Cl)cc2)c(-c2ccc(Cl)cc2)n1
  4.61µM* | -1.9% | -1.0%
O=C(NC1CCCC1)c1ccc2c(c1)N(Cc1ccc(F)cc1)CCS2
  ? | -11.8% | -5.0%
CCC(=O)N1CCN(c2ccc(NC(=S)NC(=O)c3cccc([N+](=O)[O-])c3)cc2)CC1
  ? | 2.0% | 0.5%
CCCCn1c(N)c(N(CC(C)C)C(=O)CCNC(=O)c2ccc(Br)cc2)c(=O)[nH]c1=O
  -0.3% | 0.6% | 17.1%
Cc1oc(-c2cccc(Cl)c2)nc1CSCC(=O)O
  16.4µM*! | 1.6%&0.8% | -1.4%&4.6%
CCOc1ccc(Oc2ccccc2NC(=O)CN2C(=O)NC3(CCCC3)C2=O)cc1
  ? | 0.8% | 1.0%
CC(=O)c1cccc(NC(=O)CN2CCN(S(=O)(=O)/C=C/c3ccccc3)CC2)c1
  -18.1% | 0.8% | 10.0%
CCOC(=O)CN1C(=O)c2ccccc2Sc2ncccc21
  -3.5%&-0.6% | -4.8%&-0.3% | -7.3%&5.1%
Cc1ccc(-n2nc3c(=O)n(CC(=O)NCCc4cccs4)nc(C)c3c2C)cc1
  -11.3% | -13.0% | -10.4%
CC(=O)c1sc(NC(=O)c2c(F)cccc2F)nc1-c1ccccc1
  -2.3% | -14.0% | 12.2%
Cc1cc(C)nc(NN2C(=O)C=CC2=O)n1
  ? | 1.7% | -2.3%
Cc1c(C(=O)Nc2ccccc2)cnn1-c1ccccc1
  -2.7% | / | 2.2%
CCOc1ccc(-n2nc3ccc(NC(=O)c4ccc(OC)c(Cl)c4)cc3n2)cc1
  -28.6% | 0.1% | 11.8%
CC(C)c1ccc(OCC(=O)NNC(=S)NC(=O)C2CC2)cc1
  ? | ? | -10.6%

2 compounds drawn at random from those above:
Each structure is followed by: DT40 TDP1 CPT | KAT2A inh | FEN1 inhibitor
COc1ccc(CCNC(=O)c2cc(COc3c(F)cccc3F)on2)c(OC)c1
  ? | -9.8% | 2.6%
COc1ccccc1CNC(=O)COC(=O)c1nc(Cl)ccc1Cl
  -1.7% | -0.9% | -3.1%

Screening results as filed in PubChem.

The list is partial; the hit share may differ from the screen's.
